# Pol kappa inh = qHTS for Inhibitors of Polymerase Kappa; DNA polymerase kappa (Homo sapiens), Q9UBT6; purified Pol kappa, fluorescent DNA synthesis assay, 10 min; Potency, µM (titrated, usually from 107 µM), for inactives: at the top dose activity, negative = inhibition, usual class: inhibitors; 0.53% of 400,000 active; AID 588579, 2011; further: on the % scale 0 is the no-effect control and ±100 the full control effect
#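 Readout: fluorescence, taken kinetically at 0 and 10 min. Conditions: 10 nM Pol kappa, 15 min RT compound preincubation, 50 nM substrate final. Controls: enzyme-free buffer wells.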
# G9a inh = qHTS Assay for Inhibitors of Histone Lysine Methyltransferase G9a; 8.8% of 350,000 active; AID 504332, 2011; Potency, µM (top dose mostly 102 µM), for inactives: at the highest dose activity, negative = inhibition, most hits filed as inhibitors; G9a H3K9 monomethylation, AlphaScreen, 2 h; further: on the % scale 0 is the no-effect control and ±100 the full control effect; nearly all actives have a fitted effect of over 75% in size
# Target sequence (Q96KQ7 913-1193 limits assumed): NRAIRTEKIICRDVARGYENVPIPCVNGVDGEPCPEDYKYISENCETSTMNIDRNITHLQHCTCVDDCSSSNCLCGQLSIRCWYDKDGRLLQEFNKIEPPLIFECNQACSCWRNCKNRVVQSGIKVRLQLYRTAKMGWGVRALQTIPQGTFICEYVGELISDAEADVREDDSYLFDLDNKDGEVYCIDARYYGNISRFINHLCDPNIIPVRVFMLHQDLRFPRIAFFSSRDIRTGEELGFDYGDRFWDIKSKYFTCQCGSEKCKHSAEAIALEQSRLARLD
#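 Enzyme 20 nM + cpd, 15 min RT; add b-H3K9 pep 500 nM / SAM 20 uM; 2 h RT; anti-H3K9me1 Ab 0.5 ug/mL + SA donor / anti-rabbit acceptor beads 20 ug/mL each, 10 min; AlphaScreen read.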
# POLI inh = qHTS for Inhibitors of Polymerase Iota. Pol iota fluorescent replication assay, 10 min. Potency, µM (highest dose often 115 µM), for the others: at the highest dose activity, negative = inhibition, actives largely listed as inhibitors. 1% of 390,000 active
#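 Pol iota at 10 nM preincubated 15 min with compounds at room temperature; reaction started with fluorescent substrate, 50 nM final. Fluorescence read kinetically at 0 and 10 min; buffer-only wells as negative control.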
# Pol eta inh = qHTS for Inhibitors of Polymerase Eta | 1.2% of 390,000 active | recombinant Pol eta, fluorescent DNA replication assay | AID 588591, 2011 | Potency, µM (series often up to 114 µM), for the others: at the top dose activity change, negative = inhibition, hits mostly inhibitors; further: on the % scale 0 is the no-effect control and ±100 the full control effect
# Target sequence (Q9Y253 whole entry, looked up): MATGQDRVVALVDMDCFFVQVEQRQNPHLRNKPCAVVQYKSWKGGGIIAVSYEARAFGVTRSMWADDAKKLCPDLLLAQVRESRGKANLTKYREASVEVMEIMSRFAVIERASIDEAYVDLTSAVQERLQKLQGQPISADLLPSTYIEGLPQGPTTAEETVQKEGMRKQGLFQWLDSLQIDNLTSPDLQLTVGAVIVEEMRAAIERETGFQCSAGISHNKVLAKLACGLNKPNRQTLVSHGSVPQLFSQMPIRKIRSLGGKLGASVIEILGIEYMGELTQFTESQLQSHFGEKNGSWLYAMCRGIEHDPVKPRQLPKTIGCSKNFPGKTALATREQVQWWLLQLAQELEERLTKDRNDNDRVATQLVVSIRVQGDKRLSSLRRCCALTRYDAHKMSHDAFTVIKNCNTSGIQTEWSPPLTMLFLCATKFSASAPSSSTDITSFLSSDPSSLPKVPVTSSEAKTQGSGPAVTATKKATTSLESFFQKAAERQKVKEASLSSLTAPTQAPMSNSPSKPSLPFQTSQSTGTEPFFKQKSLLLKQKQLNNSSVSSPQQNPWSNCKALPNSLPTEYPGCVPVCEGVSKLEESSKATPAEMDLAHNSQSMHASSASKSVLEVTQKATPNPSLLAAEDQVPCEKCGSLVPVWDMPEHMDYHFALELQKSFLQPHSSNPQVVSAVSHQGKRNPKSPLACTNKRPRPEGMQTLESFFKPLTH
#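 Pol eta at 10 nM preincubated with compounds 15 min at room temperature; reaction started with fluorescent substrate (50 nM final) and read kinetically at 0 and 10 min.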
# BAZ2B block = qHTS Assay for Inhibitors of BAZ2B. Bromodomain adjacent to zinc finger domain protein 2B (Homo sapiens), Q9UIF8. AlphaScreen BAZ2B-H3K14Ac peptide displacement. Potency, µM (series often up to 114 µM), for inactives: top-dose activity change, negative = inhibition, hits mostly inhibitors. 4.4% of 360,000 active; further: on the % scale 0 is the no-effect control and ±100 the full control effect; nearly all actives have a fitted effect of over 60% in size
#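 Multi-concentration screen (max 110 uM) measuring displacement of acetylated histone H3 peptide from BAZ2B by AlphaScreen, using 50 nM protein, 50 nM peptide and 10 ug/mL streptavidin donor plus Ni-chelate acceptor beads.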
# JMJD2A Tudor inh = qHTS Assay for Inhibitors of JMJD2A-Tudor Domain; AlphaScreen JMJD2A-Tudor / H3K4me3 peptide binding; AID 504339, 2011; 4.4% of 390,000 active; Potency, µM (titrated, usually from 114 µM), for inactives: at the top dose activity change, negative = inhibition, usual class: inhibitors; further: on the % scale 0 is the no-effect control and ±100 the full control effect; nearly all actives have a fitted effect of over 50% in size
# BLM helicase inh = qHTS Assay for Inhibitors of Bloom's syndrome helicase (BLM); recombinant BLM DNA unwinding, fluorescence dequenching; Potency, µM (series often up to 56.1 µM), for inactives: top-dose activity change, negative = inhibition, most hits filed as inhibitors; 0.2% of 350,000 active; AID 2528, 2010;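 further: plate controls were vehicle for no effect and no enzyme for full effect; nearly all actives have a fitted effect of over 35% in size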
# APE1 inh = qHTS Assay for Inhibitors of the Human Apurinic/apyrimidinic Endonuclease 1 (APE1); recombinant APE1, TAMRA/BHQ-2 abasic DNA cleavage fluorescence; DNA repair nuclease/redox regulator APEX1 (Homo sapiens), P27695; 0.35% of 350,000 active; Potency, µM (highest dose often 65.8 µM), without a hit: at the top dose activity change, negative = inhibition, most hits filed as inhibitors;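 further: plate controls were vehicle for no effect and reference inhibitor for full effect; nearly all actives have a fitted effect of over 55% in size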
#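 APE1 at 0.75 nM final was preincubated with compound 15 min at room temperature, then 50 nM double-stranded THF abasic-site substrate (5'-TAMRA/3'-BHQ-2) was added. Fluorescence (ex 525/em 598 nm) was read kinetically; third-minus-first read gave activity.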
# POLB inh = qHTS Assay for Inhibitors of DNA Polymerase Beta | P06746 | Pol beta primer extension/strand displacement, fluorescence kinetic | Potency, µM (top dose mostly 114 µM), for the others: at the top dose activity change, negative = inhibition, most hits filed as inhibitors | 1.3% of 340,000 active | AID 485314, 2010; further: on the % scale 0 is the no-effect control and ±100 the full control effect
#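 Enzyme-only controls used 10 nM Pol beta; buffer lacking enzyme served as negative control. Compound preincubated 15 min, then 50 nM substrate added; 0 and 10 min reads at room temperature.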
# Numbers without * were called inactive; u = inconclusive; x = not tested or not shown; [ ] = dose if it differs, or a comment. The call rests on the fitted dose curve; in most records, active means well fitted curve in the direction sought with a large enough effect; inconclusive means small, poorly fitted or top-dose-only effect, or another doubt; inactive means no such curve, though single readings can be large; an effect the other way counts as inactive or inconclusive. Potency means the concentration at half of the fitted maximal effect. The list is partial; the hit share may differ from the screen's.
canonical_smiles | Pol kappa inh | G9a inh | POLI inh | Pol eta inh | BAZ2B block | JMJD2A Tudor inh | BLM helicase inh | APE1 inh | POLB inh
CC(C)COC(=O)n1c(SCC(N)=O)nc2ccccc21 | 12% | x | 9% | -11% | 5% | -3% | -2% | u | 1%
Cc1ccccc1CSCCNC(=O)c1ccccc1 | -8% | -2%[59 µM] | 0% | -20% | -6% | 1% | -15% | 7% | 32%
COc1ccc(-c2c(C)nn3c(N4CCC(C(=O)N5CCCCC5)CC4)cc(C)nc23)cc1OC | -16% | 12%[12.7 µM] | 0% | -4% | -3% | -13% | -1% | 0% | 20%
COc1ccc(CNC(=O)Cc2c(C(=O)O)c(C)cn2C)cc1 | 3%[60.1 µM] | 5%[59 µM] | -16% | -21% | -17% | -8% | 1% | x | 3%
Cc1ccc([C@H]2C(C(=O)O)=CC[C@@H](c3ccc(Cl)cc3)N2S(=O)(=O)c2ccc(C)cc2)cc1 | 4% | x | -15% | -15% | x | -25% | x | 45% | x
COc1cccc(NC(=O)CCCn2c(=O)[nH]c3ccccc3c2=O)c1 | -8% | -6%[59 µM] | 39%[activator] | 0% | 0% | -7% | -1% | 20% | 45%
CCOc1ccccc1N(CC(=O)Nc1cc(OC)ccc1OC)S(=O)(=O)c1ccccc1 | -5% | 14%[59 µM] | 12% | -8% | -8% | -5% | -6% | 7% | -8%
COCCN(C(=O)C(=O)NC1CCCC1)C(C(=O)NC1CCCC1)c1ccccc1F (stereo not given) | -6% | 0% | -10% | -18% | -6% | -3% | 3% | 4% | 4%
Cc1nn(CCC#N)c(N)c1C1(O)C(=O)Nc2c(Cl)cc(Cl)cc21 (stereo not given) | 3% | -6% | 65%[activator] | 15% | 20% | -15% | -6% | 1% | -3%
COc1ccc2cc(C(=O)N(C)Cc3ccccc3)[nH]c2c1 | 10% | 3% | 40%[activator] | -8% | 11% | -11% | -1% | 4% | 14%
O=C1C2C3C=CC(C4CC34)C2C(=O)N1c1cc(Cl)ccn1 (stereo not given) | 4% | 17% | 100%[activator] | -18% | -14% | 7% | -1% | -6% | 6%
Cc1nnc(SCC(=O)N(CCC#N)c2ccc3c(c2)OCCO3)s1 | -14% | 8%[12.7 µM] | -11% | -5% | -7% | -15% | x | -4% | x
CCOC(=O)c1cc(NC(=O)c2ccco2)ccc1N1CCOCC1 | -1% | 6% | 62%[activator] | -13% | 0% | -1% | 1% | 3% | -20%
CCc1nnc(NC(=O)c2ccc(COc3ccccc3Cl)o2)s1 | 0% | -4% | 39%[activator] | -4% | -8% | -13% | -3% | 7% | 59%
N#Cc1c(N2CCSCC2)nsc1-c1ccccc1Cl | -19% | -5%[0.501 µM] | 0% | -19% | 22% | 53%[activator] | -9% | -14% | -2%
O=C1CCCN1CCC1CCN(C2CC(=O)N(c3ccc(F)cc3)C2=O)CC1 (stereo not given) | 3% | 14µM* | 10% | 9% | 2% | -15% | 4% | 7% | 52%
CN1CCN(S(=O)(=O)c2cccc(C(=O)NCCC3=CCCCC3)c2)CC1 | -11% | -7%[12.7 µM] | 46%[activator] | 0% | 7% | 5% | x | 19% | x
COCc1cc(C)nc(N2CCN(Cc3ccccc3)CC2)c1C#N | 4% | 50µM* | 0% | -18% | 34%[activator] | 7% | 6% | 2% | 7%
Fc1ccc(C(Nc2ccc(Cl)c(C(F)(F)F)c2)c2nnc(-c3ccccc3)o2)cc1 (stereo not given) | -10% | 32%[59 µM] | -10% | -17% | 0% | -3% | -14% | x | 19%
Cc1nc(N2CCOCC2)sc1C=O | -7% | 3% | 17% | 1% | -5% | -12% | 2% | 6% | 7%
O=C(Nc1ccc2c(c1)C(=O)OC2)c1ccccc1Cl | 4% | 50µM* | 11% | -8% | 22% | -6% | -2% | 85%[activator] | 9%
Cc1ccc(S(=O)(=O)CCC(=O)OCC(=O)N2CCc3ccccc32)cc1 | -6% | x | 15% | 5% | -5% | -19% | -4% | 4% | 43%
COc1ccc(/C=N/OCC(=O)N(Cc2ccccc2)c2ccccc2C(=O)O)cc1 | -3% | u | 1% | -12% | -38% | -7% | -10% | 9% | 8%
COCCn1c(SCC(=O)c2c[nH]c3ccccc23)nc2cc(C(=O)NCC(C)C)ccc2c1=O | 10% | 5%[59 µM] | 13% | -8% | -5% | -15% | -5% | x | 24%
COC(=O)c1cnn(-c2ccccc2)c1/C=N/NC(=S)Nc1ccc(Cl)cc1 | -5% | 32% | -20%[58.9 µM] | -18% | -2% | -12% | 0% | 1% | 23%
CS(=O)(=O)c1ccccc1-c1nnc(-c2ccc(Cl)cc2)o1 | 3% | 4% | 37%[activator] | -22% | -8% | 15% | -1% | -2% | 1%
Cc1ccc(S(=O)(=O)CC(=O)Nc2sc3c(c2C(N)=O)CCCC3)cc1 | 2%[60.1 µM] | -22%[59 µM] | 10% | -16% | -2% | -34% | 0% | x | -2%
O=C(NN=C1CCN(Cc2ccccc2)CC1)c1ccccc1 | -8% | 34%[59 µM] | 28% | -1% | -7% | 7.9µM* | 1% | 1% | 24%
Cc1ccc(CNC(=O)CN(c2cc(C)cc(C)c2)S(=O)(=O)c2c(C)[nH]c(=O)[nH]c2=O)cc1 | -4% | 5%[59 µM] | 18% | -8% | -32% | 4% | -2% | x | 0%
Cc1ccn2c(=O)nc(SCC(=O)c3ccc(Cl)cc3)nc2c1 | -7% | u | 13% | u | 2% | -14% | x | 16% | x
COc1ccc(-n2c(SCC(=O)N3CCCc4ccccc43)nc3c([nH]c4ccccc43)c2=O)cc1 | -4%[60.1 µM] | 3%[59 µM] | 13% | -18% | 0% | -6% | -1% | x | 5%
COCCNc1nnc(Cc2ccc(OC)c(OC)c2)c(=O)[nH]1 | -6% | 23% | 0% | 16% | 7% | -5% | -4% | -6% | -2%
COCCn1c(=O)c(-c2cc(F)cc(F)c2)nc2cnc(N3CCOCC3)nc21 | -7%[60.1 µM] | 5%[0.501 µM] | x | x | x | x | 3% | 2% | x
CCOc1ccccc1NC(=O)CSc1nnnn1-c1ccccc1 | -2% | 43%[59 µM] | 1% | -22% | 5% | 7% | -10% | -1% | u
COc1cccc(C(=O)OCCCOC(=O)c2cccc(OC)c2OC)c1OC | -14% | x | 15% | -18% | x | 1% | x | x | x
CCC1(CC)NC(=O)N(CC(=O)OCC(=O)Nc2cc(OC)ccc2OC)C1=O | -7% | 15%[12.7 µM] | -16% | -12% | -3% | -16% | x | -9% | x
Cc1ccc(C(=O)Nc2ccc3oc(-c4cccnc4)nc3c2)c(Cl)c1 | -1% | u | 1% | -13% | 0% | -9% | -11% | x | 18%
N#CC1=C(N)C2=CCCC[C@H]2[C@H](c2ccccc2)C1(C#N)C#N | -5% | u | 25% | -12% | -30% | -31% | -14% | -5% | -3%
COCCCNC(=O)Cn1cc(C(C)=O)c2ccccc21 | -19% | -4% | -12%[58.9 µM] | -7% | 6% | -11% | -1% | 1% | -8%
CCc1ccc(CCC(=O)Nc2nccs2)o1 | -20% | u | 4% | 3% | -38% | -35% | 1% | 1% | 1%
Cc1ccc(S(=O)(=O)C(C)C(=O)NCCS(=O)(=O)c2ccc(Cl)cc2)cc1 (stereo not given) | -4% | 1% | 3% | 5% | -32% | -12% | 0% | 2% | -3%
Cn1c(CC(=O)Nc2ccc(Cl)cc2)nnc1SCC(=O)N1CCOCC1 | 2% | 14% | 19% | -22% | -3% | 1% | -2% | 30%[activator] | 12%
COc1ccc(CC(=O)Nc2c3c(nn2C(C)(C)C)CS(=O)(=O)C3)cc1 | -5% | 28% | 17% | -2% | -2% | 6% | -1% | -6% | 84%
COc1ccc(CNC(=O)Cn2ccc3cc(S(=O)(=O)N4CCCC4)ccc32)cc1OC | 3% | 0% | 33%[activator] | -4% | -14% | -3% | 1% | 46%[activator] | -18%
Cc1csc(CNC(=O)c2ccc(OC3CCN(CCc4ccccc4)CC3)cc2)n1 | -1% | 10% | 12% | -5% | -19% | -28% | 2% | 30% | -2%
CCN(C(=O)CSc1nnc(-c2ccccc2F)n1N)c1c(N)n(Cc2ccccc2)c(=O)[nH]c1=O | -4% | x | 14% | -12% | x | -12% | x | x | x
CC(=O)Nc1ccc(NC(=O)CSc2ccc(-c3ccco3)nn2)cc1 | -26% | 28µM* | u | -12% | u | u | -19% | u | 40µM*
Cc1cc2c3c([nH]c2cc1S(=O)(=O)NCc1ccc(CN2CCCCCC2)o1)CCCC3=O | -26% | -23% | u | -4% | -13%[57.1 µM] | -28% | 2% | -9% | 5%
Cc1ccc(/C=C2\SC(=S)N(CC(=O)Nc3ncc(Cc4ccccc4Cl)s3)C2=O)cc1 | x | -7%[59 µM] | x | x | -28% | x | 0% | -1% | 15%
CC1(C)CCCC(C)(C)N1CC(O)COCCOc1ccc(Br)cc1 (stereo not given) | -2% | -38% | 21% | -6% | -5% | -17% | -8% | -2% | -15%
O=C(Nc1ccccn1)c1ccc([N+](=O)[O-])cc1Cl | -13% | -10% | 10% | -14% | -3% | -12% | 3% | -2% | 12%
COc1ccccc1-n1cn[nH]c1=S | 1% | -43%[12.7 µM] | 9% | -3% | -10% | 25µM* | -3% | -4% | 8%
CN1CCC(N(C)C(=S)Nc2ccc(SC(F)F)cc2)CC1 | 1% | u | 17% | -2% | -22% | -9% | -1% | -1% | -9%
O=C(CN(c1ccc(F)cc1)S(=O)(=O)c1ccc2c(c1)OCCO2)NCc1ccncc1 | -14% | 7%[59 µM] | 10% | 13% | -1% | 1%[57.1 µM] | 0% | -7% | 17%

# Results in BAZ2B block and JMJD2A Tudor inh, for some of the entries so far:
Molecule	BAZ2B block	JMJD2A Tudor inh
O=C(CN(c1ccc(F)cc1)S(=O)(=O)c1ccc2c(c1)OCCO2)NCc1ccncc1	-1%	1%[57.1 µM]
CN1CCC(N(C)C(=S)Nc2ccc(SC(F)F)cc2)CC1	-22%	-9%
CCN(C(=O)CSc1nnc(-c2ccccc2F)n1N)c1c(N)n(Cc2ccccc2)c(=O)[nH]c1=O	x	-12%
CC1(C)CCCC(C)(C)N1CC(O)COCCOc1ccc(Br)cc1 (stereo not given)	-5%	-17%
